High-throughput results from PubChem BioAssay.
dFosB activator: mouse delta FosB homodimer activation. P13346. AID 493131. purified delta FosB, TAMRA-CDK5 oligo fluorescence polarization; percent of positive-control signal above neutral wells. actives 0.99% (n = 340,000). activation, % at 25 µM;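 active = mean activation above about 17%, with every replicate also reaching it, limit read from the data, passing the limit was not always enough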;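 note: fluorescence polarization rise as delta FosB binds a TAMRA Cdk5 AP-1 oligo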
Target sequence (P13346 whole entry, looked up): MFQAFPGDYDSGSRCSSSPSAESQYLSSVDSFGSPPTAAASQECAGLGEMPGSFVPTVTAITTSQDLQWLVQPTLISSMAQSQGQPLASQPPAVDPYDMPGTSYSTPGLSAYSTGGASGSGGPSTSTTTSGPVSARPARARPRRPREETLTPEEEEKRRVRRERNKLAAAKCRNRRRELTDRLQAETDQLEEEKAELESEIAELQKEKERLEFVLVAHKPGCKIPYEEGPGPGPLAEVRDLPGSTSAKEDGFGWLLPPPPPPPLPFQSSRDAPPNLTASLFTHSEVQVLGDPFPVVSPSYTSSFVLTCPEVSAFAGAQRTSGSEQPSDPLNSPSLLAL
PvdQ inh: P. aeruginosa PvdQ acylase inhibition | purified PvdQ acylase, fluorescence plate reader | inhibition, % at 10 µM | actives 0.063% (n = 340,000) | AID 488965; in the data active = inhibition above about 30%, passing the limit was not always enough;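 note: 0% = vehicle neutral wells and 100% = reference inhibitor wells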
PfHsp90 yeast 2: growth inhibition of yeast expressing Plasmodium Hsp90. S. cerevisiae expressing PfHsp90, BacTiter-Glo ATP, 48 h; yeast lacking PDR1 and PDR3 efflux regulators. inhibition, % at 9.4 µM. actives 0.32% (n = 310,000);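 active = every replicate shows inhibition above about 80%, whatever the replicate mean, limit read from the data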;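 note: 0% = DMSO neutral controls and 100% = 20 µM radicicol positive controls; yeast relying on Plasmodium falciparum Hsp90 in place of its own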
SR-BI HDL uptake: inhibitors of mouse SR-BI mediated HDL lipid uptake; actives 0.96% (n = 320,000); inhibition, % at 12.5 µM; Q61009; ldlA[mSR-BI] CHO cells, DiI-HDL uptake fluorescence, 3 h;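 active = mean replicate inhibition of at least 70% and a set share of replicates each scoring 70 or more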;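 note: 0% = median of neutral control wells and 100% = median of positive control wells; values of inactives mirror those of a sister screen read the other way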
CAL PDZ FP-1: blocks peptide binding to human CAL PDZ domain; purified CAL PDZ, TMR-peptide fluorescence polarization, 1 h; inhibition, % at 20 µM; AID 504414; actives 0.02% (n = 330,000); Q9HD26;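 active = highest replicate inhibition of at least 40%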;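 note: plate controls were DMSO neutral control wells for no effect and unlabeled competitor peptide control wells for full effect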
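Material: tagged CAL PDZ protein CerCALP, purified; buffer or medium: sodium phosphate/NaCl buffer pH 7.4 with TCEP, IgG, Thesit; also added: fluorescent TMR peptide probe; schedule: 1 h incubation at room temperature before polarization reading; technique: fluorescence polarization from S- and P-plane intensities, G-factor corrected; control set: unlabelled peptide and DMSO controls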
Rtt109 Vps75: inhibitors of Candida albicans Rtt109/Vps75 histone acetyltransferase | inhibition, % at 34.9 µM | actives 0.16% (n = 330,000) | purified Rtt109/Vps75, ThioGlo CoA-SH fluorescence, 4 h | AID 540336;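 active = inhibition of at least 50% in every replicate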
Target sequence (Q5AAJ8 whole entry, looked up): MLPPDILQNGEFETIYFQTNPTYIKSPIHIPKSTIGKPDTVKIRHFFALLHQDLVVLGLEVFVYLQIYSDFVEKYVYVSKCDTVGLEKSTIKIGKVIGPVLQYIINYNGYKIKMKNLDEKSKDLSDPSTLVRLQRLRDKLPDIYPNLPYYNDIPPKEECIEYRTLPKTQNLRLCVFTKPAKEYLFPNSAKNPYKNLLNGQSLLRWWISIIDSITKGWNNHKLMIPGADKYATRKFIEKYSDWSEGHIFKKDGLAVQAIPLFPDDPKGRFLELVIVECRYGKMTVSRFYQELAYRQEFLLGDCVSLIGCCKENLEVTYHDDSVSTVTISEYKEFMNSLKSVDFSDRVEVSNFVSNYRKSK
SR-BI uptake up: SR-BI HDL lipid transfer activation; CHO ldlA[mSR-BI] cells, DiI-HDL uptake fluorescence, 3 h; 100 = double the neutral-control signal; activation, % at 12.5 µM; actives 0.096% (n = 320,000); AID 504775;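 active = mean replicate activation of at least 60% and every replicate at or above 60%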;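 note: 0% = median plate neutral-control signal and 100% = twice that signal; values of inactives mirror those of a sister screen read the other way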
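Material: SR-BI-overexpressing, LDLR-lacking CHO cells | Dosing: Single compound concentration, delivered by pin transfer | Probe or stimulus: Labelled HDL, 10 µg/mL | Signal: Bottom-read cell fluorescence after medium removal, ex 550/em 595 nm | Schedule: 3 h, 37 °C | Evaluation: HDL uptake via cellular fluorescence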
NSD2 HMT inh: inhibitors of human histone methyltransferase NSD2; O96028; NSD2 peptide methylation, AlphaScreen, 120 min; inhibition, % at 12.5 µM; actives 0.54% (n = 310,000); in the data active = inhibition above about 50%
CAL PDZ FP-2: CAL PDZ (human) peptide binding inhibition. Q9HD26. purified CAL PDZ, TMR-peptide fluorescence polarization, 1 h. inhibition, % at 24.9 µM. actives 0.92% (n = 300,000). AID 602252;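 active = mean inhibition of at least 30% with at least half of replicates also reaching 30%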;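 note: 0% = DMSO neutral control and 100% = excess unlabeled competitor peptide PRC23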
MITF TRPM1 HTS: activators of MITF-driven TRPM1 promoter activity in SK-MEL-5 cells; activation, % at 12.5 µM; SK-MEL-5 TRPM1-promoter luciferase, 24 h; % of positive control, neutral wells = 0; actives 0.75% (n = 300,000); AID 588334;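 active = mean activation of at least 80% with every replicate also reaching 80%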;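 note: 0% = neutral control wells and 100% = parthenolide positive control wells; values of inactives mirror those of a sister screen read the other way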
Starred values were filed as active, the others as inactive; . = not tested or not shown. An excerpt (hit frequency here may not be typical).

Letters – A = dFosB activator; B = PvdQ inh; C = PfHsp90 yeast 2; D = SR-BI HDL uptake; E = CAL PDZ FP-1; F = Rtt109 Vps75; G = SR-BI uptake up; H = NSD2 HMT inh; I = CAL PDZ FP-2; J = MITF TRPM1 HTS
1. CCC1=Nc2cc(C(=O)N3CCC4(CC3)OCCO4)ccc2Sc2ccccc21
  A: -12.0 | B: -4.7 | C: 8.1 | D: 29.5 | E: -2.8 | F: -5.3 | G: -29.5 | H: 5.7 | I: -4.7 | J: -3.4
2. OCC12CO[C@@H]3c4ccccc4[C@H](OC1)N32 (some centres undefined)
  A: -0.2 | B: -10.2 | C: 29.6 | D: -22.7 | E: . | F: -0.2 | G: 22.7 | H: . | I: 6.8 | J: 8.9
3. COc1ccc(-n2c(C)nc3ccccc3c2=O)c([N+](=O)[O-])c1
  A: 6.3 | B: -9.1 | C: -1.4 | D: -6.1 | E: -0.8 | F: 6.9 | G: 6.1 | H: 1.4 | I: -4.9 | J: .
4. O=C1N[C@@H](Cc2ccccc2)C(=O)N2[C@H]1C[C@H]1c3ccccc3N(OOSc3ccccc3)[C@H]12
  A: -7.6 | B: -15.7 | C: . | D: -24.9 | E: -2.3 | F: -1.9 | G: 24.9 | H: . | I: -0.1 | J: 47.3
5. CCOC(=O)c1cnc(SCc2ccc(Cl)c(Cl)c2)nc1N1CC1
  A: -15.2 | B: -10.8 | C: . | D: 24.9 | E: -1.2 | F: -2.6 | G: -24.9 | H: . | I: . | J: -30.0
6. OCCNc1c2c(nc3ccccc13)CCCC2
  A: -6.9 | B: -7.9 | C: -13.9 | D: 0.3 | E: -2.1 | F: -2.7 | G: -0.3 | H: -0.1 | I: -0.7 | J: -2.9
7. O=C(C[N+]12CCC(CC1)C(CO)C2)c1ccc([N+](=O)[O-])cc1 (centres undefined)
  A: -7.7 | B: -19.5 | C: 16.3 | D: -4.8 | E: -0.5 | F: -0.9 | G: 4.8 | H: -0.9 | I: -4.0 | J: -5.4
8. COC(=O)C1=C(c2ccc(F)cc2F)C[C@@H]2CC[C@H]1N2C(=O)NCc1ccc2c(c1)OCO2
  A: -2.4 | B: -3.4 | C: -10.2 | D: -1.7 | E: -1.0 | F: 2.4 | G: 1.7 | H: . | I: 0.3 | J: 3.4
9. COc1cc(C2c3cc4c(cc3CC3COC(=O)C32)OCO4)cc(OC)c1O (centres undefined)
  A: -1.1 | B: 6.8 | C: -17.4 | D: -8.8 | E: -0.9 | F: 3.4 | G: 8.8 | H: 6.1 | I: -3.7 | J: -58.1
10. CC1CCN(C(CC(=O)c2ccccc2)C(=O)c2ccccc2)CC1 (centres undefined)
  A: -13.7 | B: -10.2 | C: 112.9* | D: -0.2 | E: -0.2 | F: -0.4 | G: 0.2 | H: -2.5 | I: -4.1 | J: 1.7
11. O=C1NC(=O)C(CCc2ccncc2)(CCc2ccncc2)C(=O)N1Cc1ccc(F)cc1
  A: 0.7 | B: 0.6 | C: 9.7 | D: -16.2 | E: -0.8 | F: -8.5 | G: 16.2 | H: -0.3 | I: 1.0 | J: -2.5
12. COC(=O)C1=C(c2ccccc2)C[C@@H]2CC[C@H]1N2C(=O)NC1CC1
  A: 0.6 | B: -15.3 | C: -32.4 | D: -3.6 | E: -0.8 | F: 3.1 | G: 3.6 | H: . | I: -12.7 | J: -3.5
13. CC(C)CCOC(=O)c1c(N)n(CC2CCCO2)c2nc3ccccc3nc12 (centres undefined)
  A: -15.5 | B: -28.0 | C: -9.8 | D: 16.9 | E: -1.3 | F: -111.3 | G: -16.9 | H: -12.2 | I: 0.7 | J: -2.5
14. CC(C)N1C(=O)/C(=C/C=C/c2ccco2)C(=O)N(Cc2ccco2)C1=O
  A: -15.0 | B: -12.5 | C: -31.2 | D: -28.3 | E: -1.5 | F: 1.3 | G: 28.3 | H: 107.3* | I: -1.9 | J: -71.9
15. Cc1cc(=O)oc2cc(OCC(=O)N3C[C@H]4C[C@@H](C3)c3cccc(=O)n3C4)c(Cl)cc12
  A: -7.4 | B: 3.4 | C: -16.4 | D: -12.9 | E: 0.5 | F: -2.1 | G: 12.9 | H: . | I: -0.3 | J: 2.2
16. COC(=O)C1=C(c2ccc(F)cc2OCc2ccccc2)C[C@@H]2CC[C@H]1N2C(=O)NCc1ccc(Cl)cc1
  A: 0.6 | B: 2.8 | C: -18.1 | D: 20.1 | E: -1.0 | F: 7.4 | G: -20.1 | H: . | I: -0.7 | J: .
17. CCCN1CCc2cccc3c2[C@H]1Cc1ccc(O)c(O)c1-3
  A: -0.8 | B: -25.6 | C: 12.7 | D: 23.0 | E: 0.4 | F: 4.4 | G: -23.0 | H: . | I: -1.0 | J: -4.5
18. CN1C(=O)N(C)C(=O)C2(Cc3cc(NC(=O)c4ccccc4Cl)ccc3N3CCCC32)C1=O (centres undefined)
  A: -4.6 | B: 4.3 | C: -4.4 | D: 43.7 | E: -0.6 | F: 16.9 | G: -43.7 | H: 2.9 | I: . | J: -13.0
19. CN(C)c1ccc(/C=C2/C(=O)NC(=O)N(Cc3ccco3)C2=O)cc1
  A: 1.6 | B: -6.8 | C: 7.6 | D: 13.0 | E: -1.1 | F: 1.9 | G: -13.0 | H: 34.0 | I: 0.6 | J: 5.9
20. Oc1cccc2nc3ccccc3nc12
  A: -4.5 | B: 4.6 | C: -15.5 | D: 2.0 | E: 0.1 | F: -2.7 | G: -2.0 | H: . | I: 2.2 | J: -11.7
21. CCOC(=O)C1(c2ccccc2)CCN(CCC(=O)Nc2ccccc2OC)CC1
  A: 5.1 | B: -15.0 | C: -16.4 | D: 16.3 | E: 0.8 | F: -3.4 | G: -16.3 | H: -1.6 | I: -1.1 | J: -1.4
22. Cc1ccccc1OCCN=Cc1c(O)n(C)c(=O)n(C)c1=O
  A: -13.1 | B: -5.9 | C: 6.9 | D: -6.3 | E: -1.6 | F: 11.1 | G: 6.3 | H: 1.3 | I: . | J: 12.7
23. COc1ccc(N2C(=O)/C(=C/c3ccc(C)o3)C(=O)NC2=S)c(OC)c1
  A: -4.0 | B: -7.9 | C: -2.6 | D: -2.4 | E: 0.2 | F: 4.3 | G: 2.4 | H: 46.8 | I: . | J: -15.1
24. CN(C)c1cccc2c(C#N)ccc(N(C)C)c12
  A: -0.4 | B: -15.2 | C: 8.6 | D: 1.8 | E: 1.7 | F: 0.1 | G: -1.8 | H: 5.4 | I: -3.2 | J: 6.3
25. Cc1nc2cc(C(F)(F)F)ccc2n1C1CCN(Cc2nnnn2CCc2ccccc2)CC1
  A: 0.4 | B: -3.5 | C: 9.2 | D: -17.5 | E: -0.3 | F: -12.0 | G: 17.5 | H: 11.1 | I: -3.0 | J: -0.5
26. CCCC12CN3CC(CCC)(CN(C1)C3c1ccccn1)C2=O (centres undefined)
  A: -14.7 | B: -6.4 | C: . | D: -17.5 | E: -1.3 | F: -1.6 | G: 17.5 | H: -1.4 | I: 5.8 | J: .

Part of the list above, reformatted:
item	Molecule	dFosB activator	PvdQ inh	PfHsp90 yeast 2	SR-BI HDL uptake	CAL PDZ FP-1	Rtt109 Vps75	SR-BI uptake up	NSD2 HMT inh	CAL PDZ FP-2	MITF TRPM1 HTS
22	Cc1ccccc1OCCN=Cc1c(O)n(C)c(=O)n(C)c1=O	-13.1	-5.9	6.9	-6.3	-1.6	11.1	6.3	1.3	.	12.7
23	COc1ccc(N2C(=O)/C(=C/c3ccc(C)o3)C(=O)NC2=S)c(OC)c1	-4.0	-7.9	-2.6	-2.4	0.2	4.3	2.4	46.8	.	-15.1
24	CN(C)c1cccc2c(C#N)ccc(N(C)C)c12	-0.4	-15.2	8.6	1.8	1.7	0.1	-1.8	5.4	-3.2	6.3
25	Cc1nc2cc(C(F)(F)F)ccc2n1C1CCN(Cc2nnnn2CCc2ccccc2)CC1	0.4	-3.5	9.2	-17.5	-0.3	-12.0	17.5	11.1	-3.0	-0.5
26	CCCC12CN3CC(CCC)(CN(C1)C3c1ccccn1)C2=O (centres undefined)	-14.7	-6.4	.	-17.5	-1.3	-1.6	17.5	-1.4	5.8	.

Entries of single compounds as entered above.
Listed for CCCC12CN3CC(CCC)(CN(C1)C3c1ccccn1)C2=O (centres undefined) → dFosB activator: -14.7; PvdQ inh: -6.4; PfHsp90 yeast 2: .; SR-BI HDL uptake: -17.5; CAL PDZ FP-1: -1.3; Rtt109 Vps75: -1.6; SR-BI uptake up: 17.5; NSD2 HMT inh: -1.4; CAL PDZ FP-2: 5.8; MITF TRPM1 HTS: .
Listed for CN(C)c1cccc2c(C#N)ccc(N(C)C)c12 → dFosB activator: -0.4; PvdQ inh: -15.2; PfHsp90 yeast 2: 8.6; SR-BI HDL uptake: 1.8; CAL PDZ FP-1: 1.7; Rtt109 Vps75: 0.1; SR-BI uptake up: -1.8; NSD2 HMT inh: 5.4; CAL PDZ FP-2: -3.2; MITF TRPM1 HTS: 6.3
